Yfh1-off respiration: mitochondrial function rescue without frataxin homolog – Friedreich's ataxia, plus single-dose screen, dose response (AID 1465); S. cerevisiae Yfh1-off respiration, WST-1 reduction, 72 h; higher fold induction means a stronger effect; fold induction at 50 µM; hits with a dose series show EC50 in µM; hit rate 0.074% among 220,000;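 active = fold induction of absorbance versus untreated yeast above a set limit, then at least 30% activation at any dose in follow-up; inconclusive = repeats straddling the limit, or above it without dose testing; inactive = fold induction below the set limit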;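 also: activators that raise dye reduction in frataxin-depleted yeast; strong numbers were not always called active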
Siah-1 displacement: Siah-1 peptide-binding antagonists, primary screen, biochemical, fluorescence polarization, rhodamine-plectin, uHTS (AID 1817); Siah-1 / rhodamine-plectin peptide fluorescence polarization; higher % means a stronger effect; displacement, % at 20 µM, or IC50 in µM where a hit was titrated; hit rate 0.02% among 290,000;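 active = displacement of at least 50% at 20 µM, with a fluorescence ratio check between 0.3 and a set limit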;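 also: plate controls were Siah plus tracer with DMSO for no effect and tracer alone without Siah for full effect; strong numbers were not always called active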
ER stress rescue: rescue of cells from ER stress-induced death, primary screen, 384-well, CSM14.1, thapsigargin, ATP luminescence (AID 1222) | CSM14.1 thapsigargin-induced death rescue, ATP luminescence; higher % means a stronger effect | one-dose cellular ATP content (survival), % at 20 µM; EC50 in µM for titrated hits | 190,000 tested, under 10 active;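 active = EC50 below 50 µM in the dose-response confirmation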;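 also: death triggered by thapsigargin at about 15 µM added after 2 h compound pretreatment; cell ATP read after overnight thapsigargin exposure of roughly 18 to 22 hours; normalized against plate controls of thapsigargin alone and 5% DMSO vehicle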
PMI inhibition: human PMI inhibitors, high substrate, primary screen, biochemical, fluorescence intensity, high mannose 6-phosphate (AID 1220). recombinant PMI enzyme, coupled fluorescence intensity; higher % means a stronger effect. one-dose inhibition, % at 20 µM; IC50 in µM for titrated hits. hit rate 0.66% among 190,000; in the data active = inhibition above about 50%
XIAP antagonists: small molecules displacing peptide from XIAP – biochemical, IAP family, fluorescence polarization (AID 1018); XIAP BIR domain, fluorescence polarization peptide displacement; higher % means a stronger effect; displacement, % at 20 µM; hits with a dose series show IC50 in µM; hit rate 0.007% among 200,000; in the data active = displacement above about 50%; also: a part of the inactive calls stands beside numbers as strong as those of hits
M1AAP inhibition: malaria alanyl aminopeptidase activity blockers – biochemical, fluorogenic H-Leu-NHMec substrate, 1536-well (AID 1445); recombinant M1AAP, H-Leu-NHMec fluorogenic kinetic assay; higher % means a stronger effect; hit rate 0.42% among 220,000; inhibition, % at 30 µM; hits with a dose series show IC50 in µM;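 active = primary inhibition above the hit cutoff, then over 50% inhibition at one or more dose response concentrations, cut at about 23% in these data, passing the limit was not always enough; inconclusive = conflicting primary data, or primary hits not chosen for dose response; inactive = low primary inhibition, or under 50% at every dose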;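 also: plate controls were DMSO full reaction for no effect and no enzyme background for full effect; strong numbers were not always called active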
M17LAP inhibition: P. falciparum M17LAP inhibitors, primary screen, biochemical, fluorogenic H-Leu-NHMec substrate, 1536-well (AID 1619); recombinant M17LAP, H-Leu-NHMec fluorogenic kinetic assay; higher % means a stronger effect; hit rate 0.38% among 220,000; one-dose inhibition, % at 30 µM; IC50 in µM for titrated hits;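 active = compound inhibiting the enzyme by more than half at any dose during confirmatory dose-response retesting; inconclusive = strong single-dose inhibitors picked by rank but not retested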;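 also: plate controls were full reaction with DMSO carrier for no effect and no enzyme background for full effect; strong numbers were not always called active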
Salmonella PhoP GFP: PhoP-dependent GFP reporter repression – Salmonella Typhimurium, primary screen (AID 1863); S. Typhimurium PhoP-regulated promoter GFP reporter, 4 h; higher % means a stronger effect; inhibition, % at 50 µM; hits with a dose series show IC50 in µM; hit rate 0.16% among 300,000;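 active = inhibition over 29.93%, a cutoff 3 SD above the screen mean, later confirmed by dose response; inconclusive = inhibition over 29.93% but no dose response follow-up; inactive = inhibition at most 29.93% or unconfirmed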;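 also: 0% = low Mg2+ inducing control and 100% = high Mg2+ repressing control; strong numbers were not always called active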
West Nile virus CPE: West Nile virus antiviral activity, cell-based, CPE readout (AID 1621); CPE inhibition, % at 10 µM, or IC50 in µM where a hit was titrated; hit rate 0.02% among 290,000; West Nile virus-infected cells, CPE inhibition; higher % means a stronger effect; in the data active = a potency from the dose series; inconclusive = CPE inhibition mostly from about 3.7% at the one dose, without a potency; inactive = the rest, 99 in 100 with CPE inhibition below about 2.2%; also: strong numbers were not always called active
* marks the source's active call; other numbers are inactive results; i = inactive; ? = inconclusive; nt = not tested or not shown. Outcome played no part in choosing rows; 1.6% or so of the library scored in one or more.

Compound | Yfh1-off respiration | Siah-1 displacement | ER stress rescue | PMI inhibition | XIAP antagonists | M1AAP inhibition | M17LAP inhibition | Salmonella PhoP GFP | West Nile virus CPE
COc1ccc(-c2cc3n(n2)CCc2nc4ccccc4n2-3)cc1 | i | -3.0% | -2.5% | 13.2% | -1.7% | -0.6% | -6.3% | -8.9% | 1.3%
O=C(O)c1ccc(COc2ccc3ccccc3c2/C=C2/NC(=O)N(Cc3ccc(F)cc3)C2=O)cc1 | i | 3.7% | -0.4% | 52.7%* | -5.3% | 18.8% | ? | 3.4% | 0.4%
O=C(Cc1c(F)cccc1Cl)Nc1cccnc1 | i | -2.6% | -3.9% | 1.8% | 1.7% | 3.4% | 5.3% | 5.3% | 0.5%
Cc1onc(C(=O)NCc2cccs2)c1[N+](=O)[O-] | i | 1.5% | -11.7% | -17.6% | -6.7% | -2.3% | -2.2% | 8.8% | 0.0%
CC(=O)N1CCN(c2ccc(NC(=O)c3ccc4c(c3)OCCO4)cc2)CC1 | i | 3.9% | -0.5% | 11.7% | -7.9% | 3.8% | 10.1% | 7.3% | 0.1%
CCC(/C=N/Nc1ccc(S(=O)(=O)N2CCCC2)cc1[N+](=O)[O-])CC | i | 0.3% | 1.1% | -0.5% | -13.5% | 6.9% | 8.1% | -4.6% | -0.5%
O=Cc1cn(-c2ccccc2)nc1-c1cc2ccccc2oc1=O | i | 6.7% | -1.1% | 5.2% | -10.1% | 4.0% | -11.1% | -3.4% | 0.0%
COc1ccc(C)cc1NC(=O)CN1CCN(S(=O)(=O)c2ccc(Cl)cc2)CC1 | i | 1.0% | nt | 3.1% | -6.1% | 14.6% | 14.5% | -4.2% | 0.2%
CCCCOc1ccc(C(=O)N/N=C/c2cn[nH]c2-c2ccc(OC)c(OC)c2)cc1 | i | 0.2% | -3.1% | 12.8% | -3.7% | 3.3% | -18.9% | -10.7% | -0.4%
C/C(Cn1cnc([N+](=O)[O-])n1)=N\NC(=O)c1ccccc1F | i | nt | nt | nt | nt | 0.4% | 7.4% | -1.8% | -0.2%
CCn1c(SCC(=O)Nc2nc3ccccc3s2)nc2c(c1=O)SC(C)C2 (stereo unspecified) | i | -0.2% | 17.5% | 15.1% | -5.6% | 1.9% | -4.2% | 11.7% | -0.4%
C[C@]12CCC(=O)C=C1[C@H](O)C[C@@H]1[C@@H]2[C@@H](O)C[C@@]2(C)[C@H]1CC[C@]2(O)C(=O)CO | i | -0.2% | -1.5% | 6.6% | -9.2% | 8.5% | -4.4% | 4.1% | 0.4%
COc1ccccc1S(=O)(=O)Cc1ccc(C(=O)NC2CCCCC2)o1 | nt | 1.8% | 1.8% | 5.7% | 0.8% | 0.7% | -6.3% | 1.7% | nt
CN(C)c1ccc(C(=S)N2CCOCC2)cc1Br | i | 0.0% | 1.4% | nt | -2.3% | 2.4% | 10.5% | 9.2% | -0.2%
O=C1CCc2cc(S(=O)(=O)N3CCCC3C(=O)N3CCN(c4ccccc4)CC3)ccc2N1 (stereo unspecified) | nt | 0.6% | 0.2% | -1.0% | -3.0% | 6.3% | -2.2% | -2.8% | nt
CCC(=O)c1ccccc1OCCN1C(=O)NC(C)(C)C1=O | i | -0.3% | -3.5% | 9.7% | -2.3% | 3.3% | 4.6% | -2.0% | 1.3%
CC1CCN(S(=O)(=O)c2ccc(NC(=O)CSc3ncccc3C(=O)O)cc2)CC1 | i | 0.1% | 2.8% | -3.0% | -7.5% | 9.0% | 9.68µM* | -16.0% | -0.2%
CCCc1ccc(C(=O)NNc2ccccc2F)cc1 | i | 7.9% | nt | nt | nt | 7.1% | 0.5% | -10.9% | -0.2%
Cc1cc(C)c(OCC(=O)Nc2ccccn2)c([N+](=O)[O-])c1 | i | 0.2% | 0.0% | -7.0% | -8.1% | 2.7% | -20.4% | -1.5% | 0.3%
C(=N\Nc1nc(-c2ccccn2)nc2ccccc12)/c1ccccc1 | i | -6.8% | nt | nt | nt | 0.8% | 0.9% | -6.7% | ?
COc1cccc(CNC(=O)CCC2CCCN(C(=O)c3cccc4c(C)c(C)[nH]c34)C2)c1 (stereo unspecified) | i | 0.8% | 4.4% | 29.7% | -2.2% | 4.2% | -1.9% | -9.1% | -1.0%
C=CCSc1[nH]c(=O)cc(C)c1C(N)=O | i | 1.7% | -1.4% | 6.2% | -4.6% | -2.1% | 0.1% | -0.1% | 0.1%
COC(=O)C1CN(S(=O)(=O)c2ccccc2)CCN1S(=O)(=O)c1ccccc1 (stereo unspecified) | i | 5.8% | -2.0% | -1.6% | -8.9% | 4.2% | 5.4% | -10.9% | -0.4%
CC1(C(=O)N2CC3(CC(c4cccc(NC(=O)COc5ccc(Cl)cc5)c4)=NO3)C[C@@H]2C(N)=O)CC1 (stereo partly specified) | i | -2.0% | nt | nt | nt | 7.0% | -10.2% | -0.3% | -0.3%
COc1cc(/C=N/NC(=O)C2CCN(CC(O)COCc3ccccc3)CC2)cc(OC)c1OC (stereo unspecified) | i | -0.1% | -0.9% | 6.5% | -1.5% | 2.5% | -2.8% | 2.7% | 0.2%
Oc1ccccc1CN1CCCN(Cc2ccccc2O)C1 | i | 0.4% | 1.7% | 3.8% | -2.3% | -1.4% | 3.9% | 40.7% | -0.8%
CCN(Cc1ccncc1)Cc1c(O)ccc2ccccc12 | i | -3.0% | 0.3% | nt | -3.2% | 5.5% | 12.3% | 16.9% | 0.3%
Cc1ccccc1N1C(=O)C2C3C=CC(C2C1=O)N(C)C3=O (stereo unspecified) | i | 0.4% | -1.1% | -0.6% | -2.5% | 19.1% | 23.0% | 3.3% | -0.3%
C=CCn1c(SCc2nc3ccccc3c(=O)[nH]2)nc2ccccc2c1=O | i | 0.1% | -2.7% | -6.4% | -0.7% | 4.1% | 6.5% | -11.4% | 0.2%
COCCn1c(=O)[nH]c2cc(C(=O)NCCc3ccc(S(N)(=O)=O)cc3)ccc2c1=O | i | 1.3% | 0.6% | -6.2% | -2.9% | 8.6% | -2.8% | 6.6% | 0.7%
O=C(COC(=O)c1cccs1)NCCCc1ccccc1 | i | -2.9% | -2.9% | -7.1% | -9.8% | -0.7% | 7.1% | -2.4% | 0.2%
CCOC(=O)Cc1c(Sc2ccccc2)c2cc(C)ccc2n1C | i | 8.1% | 5.0% | 6.4% | -1.5% | 7.3% | 5.1% | -8.7% | -0.6%
CN1C(=O)C2(Nc3ccccc3-c3nc4ccccc4n32)c2ccccc21 (stereo unspecified) | i | -5.9% | 0.3% | 2.6% | -7.5% | 13.3% | 3.2% | 3.4% | -0.9%
CCCCCCOC(=O)Cc1c(C)nc(-c2ccccc2)[nH]c1=O | i | 3.4% | 3.7% | -2.4% | -1.7% | 1.0% | -7.1% | 11.7% | -0.2%
CCOC(=O)C1(CCc2ccccc2)CCN(Cc2nccn2CC)CC1 | i | 6.3% | 0.0% | 2.6% | -5.9% | 2.8% | 2.4% | 9.3% | -1.5%
Cc1ccc(N(CC(=O)N/N=C/c2cccs2)S(C)(=O)=O)cc1 | i | -3.3% | 0.3% | 3.8% | -11.0% | 7.7% | 4.6% | -2.3% | -0.9%
O=C(O)c1ccccc1SC1CC(=O)N(c2ccc3c(c2)OCO3)C1=O (stereo unspecified) | i | 14.7% | -1.4% | -18.2% | -5.6% | 1.2% | 5.7% | 4.8% | 0.6%
COc1ccc(CCC(=O)NNC(=S)NCc2ccc(F)cc2)cc1 | i | 4.5% | -1.0% | 1.2% | -1.2% | -8.5% | 3.8% | -0.5% | -0.8%
Cc1cc(NC2CCCCC2)nc2ccccc12 | i | 1.4% | -0.5% | 1.3% | -3.1% | -2.5% | -8.3% | 13.6% | -1.7%
O=C(CCn1cccc1)Nc1cccc(F)c1 | i | -0.3% | 0.1% | -15.2% | -0.2% | 2.2% | 12.3% | -0.6% | 0.0%
O=C(CCc1ccccc1)NC(=S)Nc1ccccc1Br | i | 7.9% | -1.1% | 11.0% | -0.4% | 4.5% | -1.5% | 0.4% | -1.5%
Cc1c(C)c2c(C)[nH]nc2oc1=O | i | 2.6% | -0.9% | 10.4% | 0.2% | 8.5% | 2.2% | -2.8% | 0.0%
O=C(Nc1cccc(O)c1)c1ccc(Br)c(S(=O)(=O)N2CCCCC2)c1 | i | -3.4% | -0.8% | 5.4% | -8.5% | 0.9% | 3.0% | -14.6% | 0.1%
Cc1cccc(OCCn2c(NC(=O)c3ccco3)nc3ccccc32)c1 | i | 2.6% | 0.4% | 0.9% | -4.1% | -2.9% | -15.3% | 8.1% | 0.9%
COCCn1nnnc1CN(Cc1ccco1)Cc1cc2cc3c(cc2[nH]c1=O)OCO3 | i | 2.9% | 0.3% | -5.1% | -2.0% | 9.4% | -29.9% | -0.3% | -0.1%
COc1ccccc1NC(=S)Nc1ccc2cn[nH]c2c1 | i | 2.1% | 0.6% | 46.3% | -6.3% | 4.2% | 0.5% | -5.6% | 0.0%
CCc1nccn1S(=O)(=O)c1ccc2ccc(C)cc2c1 | i | 12.6% | -1.2% | -7.7% | 0.4% | 2.4% | -18.8% | -5.3% | -0.1%
CCC(=O)N1CCN(c2ccc(NC(=O)c3ccco3)cc2)CC1 | i | 1.2% | -1.2% | 15.0% | -8.6% | 11.0% | -12.8% | -6.3% | -0.1%
COc1ccc(NC(=O)c2csc3c2CCCC3)cc1 | i | 1.5% | -0.7% | 12.3% | 0.4% | 4.4% | 1.6% | 6.5% | -0.2%
COc1ccc(NS(=O)(=O)c2ccc3c(c2)CCC(=O)N3)c(OC)c1 | i | -3.5% | 0.6% | 22.1% | -4.0% | -0.6% | -4.8% | -3.5% | -0.4%
O=C(N/N=C/c1ccccn1)c1cccnc1 | i | -0.5% | nt | nt | nt | -6.5% | 4.5% | 16.6% | 1.3%
Cc1nnc(C)n1/N=C/c1cccc([N+](=O)[O-])c1 | i | 0.4% | -0.4% | 2.2% | -1.3% | 0.7% | 5.8% | -0.4% | -0.2%
O=C(CCc1ccccc1)c1c(O)cc(O)cc1O | i | 3.2% | nt | nt | nt | 3.4% | 0.1% | -1.6% | 0.2%
Cc1cccc(C(=O)N[C@H](C(=O)Nc2nc3ccccc3[nH]2)C(C)C)c1 | i | 9.0% | -1.2% | 1.8% | -2.4% | -0.1% | 0.4% | 4.2% | -1.0%
CCOc1ccc(CCNC(=O)CN2CCN(Cc3ccccc3F)C2=O)cc1OCC | i | 1.8% | -1.0% | -5.9% | -1.7% | 2.1% | 5.8% | -1.1% | -0.7%
CCOC(=O)c1cc(CC)sc1NC(=O)C1CC(=O)NN1Cc1ccccc1 (stereo unspecified) | i | 0.0% | -2.6% | 3.8% | -3.9% | 11.3% | -1.2% | -4.5% | -1.6%
Cc1cccn2c(=O)c3cc(C(=O)NCc4ccco4)c(=N)n(CCOCCO)c3nc12 | i | nt | nt | nt | nt | -1.8% | -85.9% | -20.4% | 0.1%
